NR3A LBD binder: modulators (binders) of human NR3A ligand-binding domain | NR3A LBD differential scanning fluorimetry, Tm shift; 0% = protein alone, 100% = glycine-bound protein | 340,000 tested, 2.5% active | Tm shift relative to glycine control, % at 25 µM | AID 1259313;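 active means melting temperature shift of at least 10% of the positive control shift, at one fixed dose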
Active calls of the source: *. Not all compounds are listed; count on the stated rates, not on these rows.

Cn1c(=O)c2[nH]c(C3CC3)nc2n(C)c1=O
  NR3A LBD binder: 0
COC(=O)c1ccccc1NC(=O)COC(=O)Cc1ccc(S(=O)(=O)N2CCOCC2)s1
  NR3A LBD binder: 0
Cc1cccc(NS(=O)(=O)c2ccc(C)c(C(=O)NNC(=O)c3csc(N4CCOCC4)n3)c2)c1
  NR3A LBD binder: 2
O=C1C2CCC(C2)C1CN1CCOCC1 (stereo not drawn)
  NR3A LBD binder: 0
CCN(c1ccccc1)S(=O)(=O)c1ccc(Oc2ccccc2)c(N)c1
  NR3A LBD binder: 3
O=C1N[C@@H](Cc2c[nH]c3ccccc23)C(=O)N[C@H]1Cc1ccccc1
  NR3A LBD binder: 2
CCCN1/C(=C(\C#N)C2=NS(=O)(=O)c3ccccc32)N(C)c2ccccc21
  NR3A LBD binder: -1
OC(CNCCC1C=Nc2ccccc21)Cn1c2ccc(Cl)cc2c2cc(Cl)ccc21 (stereo not drawn)
  NR3A LBD binder: 27*
O=C(COC(=O)CNS(=O)(=O)c1cccc(Br)c1)NC(=O)Nc1ccc2c(c1)OCCO2
  NR3A LBD binder: -7
N=c1c(S(=O)(=O)c2ccc(Br)cc2)cc2c(=O)n3ccccc3nc2n1CCN1CCOCC1
  NR3A LBD binder: -2
CCC(=O)c1cccc(-c2ccccc2)c1CC
  NR3A LBD binder: -1
CC1(C)CC(=O)C(C=NCCN2CCN(C(=O)CC3CCCC3)CC2)=C(O)C1
  NR3A LBD binder: -1
O=C(CC(=O)N1CCOCC1)N1CCOCC1
  NR3A LBD binder: 0
CC(=O)N1c2ccc(C)cc2Sc2c1ccc1ccccc21
  NR3A LBD binder: -6
CN1CCC(n2[nH]c(-c3ccccc3)c(Cc3ccccc3)c2=O)CC1
  NR3A LBD binder: 1

COc1ccc(CCN2C(=O)C=CC2=O)cc1OC
  NR3A LBD binder: 20*
O=C(Cc1ccccc1)c1ccc(O)cc1
  NR3A LBD binder: 1
COc1cc(/C=C(\CC(=O)O)c2nc3ccccc3s2)ccc1OCC(=O)Nc1ccccc1F
  NR3A LBD binder: 2
COc1ccc(C(CNC(=O)c2cc(S(=O)(=O)N3CCCCC3)ccc2C)N2CCCC2)cc1 (stereo not drawn)
  NR3A LBD binder: -3
COc1ccc(C(=O)/C=C/C(=O)N(CC(=O)NC2CCCCC2)Cc2ccccc2OC)c(O)c1
  NR3A LBD binder: 2
COc1ccc(-c2oc3cc(OC(C)=O)cc(OC(C)=O)c3c(=O)c2OC)cc1
  NR3A LBD binder: -18
CCOC(=O)C1=C(c2ccc(OC)cc2)C(=O)c2ccccc2C1=O
  NR3A LBD binder: 1
Cc1sc2nc(SCC(=O)OC(C)C)n(C)c(=O)c2c1C
  NR3A LBD binder: -3
N#Cc1c2c(c(-c3ccccc3)[nH]c1=O)CCCC2
  NR3A LBD binder: 1
Cc1cc2c(cc(C(=O)OCC(=O)NC3CCCCC3)n2C)o1
  NR3A LBD binder: -5
Clc1ccc(-c2nnc(-c3ccccc3)o2)cn1
  NR3A LBD binder: -1
Cc1ccc2c(C)nc(Nc3nc(CSc4nc5ccccc5s4)cc(=O)[nH]3)nc2c1
  NR3A LBD binder: 2
Nc1nc2ccc(Cl)cc2[nH]1
  NR3A LBD binder: -3
Cc1ccc(NC(=S)Nc2ccc3nc(-c4ccccn4)c(-c4ccccn4)nc3c2)cc1C
  NR3A LBD binder: -14
Clc1cncc(Cl)c1NNc1c2ccccc2nc2ccccc12
  NR3A LBD binder: -16

O=S1(=O)CCN(c2ccccc2CC(c2c[nH]c3ccccc23)c2c[nH]c3ccccc23)CC1
  NR3A LBD binder: 5
CC(C)(C)NCC(O)c1cc(O)cc(O)c1 (stereo not drawn)
  NR3A LBD binder: 2
OCCNCc1cccc(-c2ccccc2)c1O
  NR3A LBD binder: 0
Cn1c(=S)c2[nH]c(SCCN)nc2n(C)c1=O
  NR3A LBD binder: -7
O=C(O)c1ccccc1-c1ccccc1C(=O)Nc1ccc2c(c1)C(=O)c1ccccc1-2
  NR3A LBD binder: -7
Cc1cc(C)n(-c2ccc(C(=O)N3CCN(S(=O)(=O)c4cccc(Br)c4)CC3)cc2)n1
  NR3A LBD binder: 0
CCOc1ccc(CCNC(=O)COC(=O)c2cccc(S(=O)(=O)N(C)C)c2)cc1OCC
  NR3A LBD binder: -3
CN1C[C@@H]2[C@@H]3C(=O)N(Cc4ccccc4)C(=O)[C@@H]3[C@](C)(C1=O)N2C(=O)c1ccc(Br)cc1
  NR3A LBD binder: 6
COc1ccc(C(=O)N2CCN(S(=O)(=O)c3ccc(C)cc3C)CC2)cc1S(=O)(=O)N1CCOCC1
  NR3A LBD binder: 1
COc1ccccc1CCNC(=O)c1cc(-c2ccncc2)nc2ccc(Br)cc12
  NR3A LBD binder: -30
COc1cccc(OCc2nn3c(=O)c(-c4ccccc4)nnc3s2)c1
  NR3A LBD binder: 2
CCN1C(C)=CC(=O)[C@@H](O)[C@H]1c1ccccc1Br
  NR3A LBD binder: -3
CCOc1ccccc1C=C1SC(=S)NC1=O
  NR3A LBD binder: -7
Cc1ccc(C(=O)Nc2nc(=O)n(C(=O)c3ccccc3Cl)s2)cc1
  NR3A LBD binder: -3
O=C1CCCC2=C1CC(C(=O)OCc1ccccc1)C(=O)N2Cc1ccccc1 (stereo not drawn)
  NR3A LBD binder: 0

Some of the entries so far, with values ahead of the structure.
NR3A LBD binder	Compound
6	CN1C[C@@H]2[C@@H]3C(=O)N(Cc4ccccc4)C(=O)[C@@H]3[C@](C)(C1=O)N2C(=O)c1ccc(Br)cc1
1	COc1ccc(C(=O)N2CCN(S(=O)(=O)c3ccc(C)cc3C)CC2)cc1S(=O)(=O)N1CCOCC1
-30	COc1ccccc1CCNC(=O)c1cc(-c2ccncc2)nc2ccc(Br)cc12

Next section
CC(=O)Oc1ccc(Cl)cc1CN(C(C)=O)C1CCCCC1
  NR3A LBD binder: 1
Cc1ccc(/C=C2/CNC/C(=C/c3ccc(C)cc3)C2=O)cc1
  NR3A LBD binder: 31*
CCN(CC)S(=O)(=O)c1cccc(NC(=O)/C=C/c2cccc([N+](=O)[O-])c2)c1
  NR3A LBD binder: 2
CC1=CC(=O)[C@@H](OC(=O)Nc2ccc(C)cc2)[C@@H](c2ccccc2Br)N1C
  NR3A LBD binder: -1
CCC(C)[C@@H](NC(=O)OC(C)(C)C)c1nnc(S(=O)(=O)Cc2cccc(C)c2)o1 (stereo partly drawn)
  NR3A LBD binder: 12*
Cc1cc(C)c2c(c1)[C@@H]1C=CC[C@@H]1[C@H](c1ccc(S(=O)(=O)N3CCOCC3)cc1)N2
  NR3A LBD binder: 5
O=c1c2c3nc4ccccc4nc3n(CCN3CCOCC3)c2ncn1CCN1CCOCC1
  NR3A LBD binder: -2
COC(=O)CCNC(=O)c1ccc2nc(Cc3ccc(OC)cc3)oc2c1
  NR3A LBD binder: 0
Nc1nc(SCC(=O)c2ccc(Cl)cc2)c2ncn(C3OC(CO)C(O)C3O)c2n1 (stereo not drawn)
  NR3A LBD binder: 0
Cc1cn(CC(=O)NCc2ccc3c(c2)OCO3)c(=O)[nH]c1=O
  NR3A LBD binder: 0
Cc1ccc(-c2nc3ncccc3o2)cc1NC(=O)c1ccc2c(c1)OCO2
  NR3A LBD binder: 4
Cc1ccc(-c2csc(C(C#N)=C(O)CN3CCN(C(=O)c4ccco4)CC3)n2)cc1
  NR3A LBD binder: -6
O=c1c2ccccc2sc2ccccc12
  NR3A LBD binder: 1
Oc1c(Cl)cc(Cl)c2cccnc12
  NR3A LBD binder: 0
O=C(CCCCC(=O)Sc1ccccc1)Sc1ccccc1
  NR3A LBD binder: 4

Rewritten with values ahead of the structure: 18 of the compounds above
NR3A LBD binder	Compound
-30	COc1ccccc1CCNC(=O)c1cc(-c2ccncc2)nc2ccc(Br)cc12
2	COc1cccc(OCc2nn3c(=O)c(-c4ccccc4)nnc3s2)c1
-3	CCN1C(C)=CC(=O)[C@@H](O)[C@H]1c1ccccc1Br
-7	CCOc1ccccc1C=C1SC(=S)NC1=O
-3	Cc1ccc(C(=O)Nc2nc(=O)n(C(=O)c3ccccc3Cl)s2)cc1
0	O=C1CCCC2=C1CC(C(=O)OCc1ccccc1)C(=O)N2Cc1ccccc1 (stereo not drawn)
1	CC(=O)Oc1ccc(Cl)cc1CN(C(C)=O)C1CCCCC1
31*	Cc1ccc(/C=C2/CNC/C(=C/c3ccc(C)cc3)C2=O)cc1
2	CCN(CC)S(=O)(=O)c1cccc(NC(=O)/C=C/c2cccc([N+](=O)[O-])c2)c1
-1	CC1=CC(=O)[C@@H](OC(=O)Nc2ccc(C)cc2)[C@@H](c2ccccc2Br)N1C
12*	CCC(C)[C@@H](NC(=O)OC(C)(C)C)c1nnc(S(=O)(=O)Cc2cccc(C)c2)o1 (stereo partly drawn)
5	Cc1cc(C)c2c(c1)[C@@H]1C=CC[C@@H]1[C@H](c1ccc(S(=O)(=O)N3CCOCC3)cc1)N2
-2	O=c1c2c3nc4ccccc4nc3n(CCN3CCOCC3)c2ncn1CCN1CCOCC1
0	COC(=O)CCNC(=O)c1ccc2nc(Cc3ccc(OC)cc3)oc2c1
0	Nc1nc(SCC(=O)c2ccc(Cl)cc2)c2ncn(C3OC(CO)C(O)C3O)c2n1 (stereo not drawn)
0	Cc1cn(CC(=O)NCc2ccc3c(c2)OCO3)c(=O)[nH]c1=O
4	Cc1ccc(-c2nc3ncccc3o2)cc1NC(=O)c1ccc2c(c1)OCO2
-6	Cc1ccc(-c2csc(C(C#N)=C(O)CN3CCN(C(=O)c4ccco4)CC3)n2)cc1

Remaining list, next part
C/C(=N\OCC(=O)OC(C)C(=O)Nc1ccc(C)c(S(=O)(=O)N2CCOCC2)c1)c1ccc2c(c1)OCO2 (stereo not drawn)
  NR3A LBD binder: 0
O=C(CCCSc1ccccc1)Nc1nc(-c2ccco2)c(-c2ccco2)s1
  NR3A LBD binder: 7
O=S(OCCN1CCOCC1)C(c1ccccc1)c1ccccc1 (stereo not drawn)
  NR3A LBD binder: 0
CC(=O)C1(O)C(C)CC2C3CC(F)C4(O)CC(O)CCC4(C)C3CCC21C (stereo not drawn)
  NR3A LBD binder: -7
O=C(C=Cc1ccco1)N1CCOCC1
  NR3A LBD binder: -1
O=C(CSCc1cnn(-c2ccccc2)c1-n1cccc1)NCc1ccc2c(c1)OCO2
  NR3A LBD binder: -2
Nc1ccc(CSc2ccccc2)cc1
  NR3A LBD binder: -3
Cn1[nH]cc(C=NC(N)=O)c1=O
  NR3A LBD binder: -2
Cc1ccccc1Nc1sc(C(=O)Nc2cccc(Cl)c2)c(N)c1C(N)=O
  NR3A LBD binder: -4
Cc1ccc2nc3c(cc(C(=O)NCc4ccccc4)c(=N)n3CCCn3ccnc3)c(=O)n2c1
  NR3A LBD binder: -2
COc1ccc(C2=C(SC)CC2=NC(C)(C)C)cc1
  NR3A LBD binder: 4
CN(CCc1ccccc1)C(=O)c1cccc(NC(=O)Cc2cccc(NC(=O)C3CCCN(C(=O)C4CCCCC4)C3)c2)c1 (stereo not drawn)
  NR3A LBD binder: -1
COC(=O)C1(NC(=O)CNC(=O)OCc2ccccc2)CCCC1
  NR3A LBD binder: 0
Cc1ccc(S(=O)(=O)N2CCOCC(=O)NCCOCCNC(=O)COCC2)cc1
  NR3A LBD binder: 0
Cc1c(N)cc(S(=O)(=O)O)cc1NC(=O)c1cccc([N+](=O)[O-])c1
  NR3A LBD binder: -1

Cc1ccc(NC(=O)OC(C)N2CCCCC2)cc1NC(=O)OC(C)N1CCCCC1 (stereo not drawn)
  NR3A LBD binder: 0
COc1cc2c(O)cc(C(=O)O)c(-c3cc(OC)c(OC)c(OC)c3)c2cc1OC
  NR3A LBD binder: -2
O=C(Nc1ccc(Cl)cc1)OCCN1CCOCC1
  NR3A LBD binder: 0
O=C(N/N=C/c1coc2ccccc2c1=O)c1cccc([N+](=O)[O-])c1
  NR3A LBD binder: -5
CCCCCCn1cnc2c(c1=O)c1nc3ccccc3nc1n2/N=C/c1ccco1
  NR3A LBD binder: 0
COC1=C/C(=C/c2c(N)n3nc(-c4ccc(C)cc4)sc3nc2=O)C=CC1=O
  NR3A LBD binder: 7
O=C1C2CC3N1CCC31c3ccccc3-n3c1c2ccc3=O (stereo not drawn)
  NR3A LBD binder: -1
CN(C)C(CNC(=O)C1CCN(S(=O)(=O)c2cc(Cl)ccc2Cl)CC1)Cc1ccccc1 (stereo not drawn)
  NR3A LBD binder: 0
Cc1ccccc1C(=O)c1ccccc1C(=O)c1ccccc1
  NR3A LBD binder: -1

Source: PubChem BioAssay (Sanford-Burnham Center for Chemical Genomics)
